Screening data: PubChem, National Center for Advancing Translational Sciences (NCATS)
KAT2A inh = qHTS Assay for Inhibitors of GCN5L2; Histone acetyltransferase KAT2A (Homo sapiens), Q92830; GCN5L2 HAT assay, ThioGlo1 CoA-SH fluorescence; Potency, µM (titrated, usually from 58.9 µM), for inactives: top-dose activity change, negative = inhibition, usual class: inhibitors; 390,000 tested, 0.21% active; AID 504327, 2011
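ThioGlo1-coupled HAT assay: 20nM GCN5L2, 70uM acetyl-CoA, 75uM H3(1-25) peptide, pH 7.5. Fluorescence read at 340/540nm at start and after 20 min at room temperature.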
TDP1 cell noCPT = qHTS for Inhibitors of human tyrosyl-DNA phosphodiesterase 1 (TDP1): qHTS in cells in absence of CPT | DT40 Tdp1-/- hTDP1 cells, no CPT, ATP luminescence, 48 h | 420,000 tested, 15% active | Potency, µM (titrated, usually from 46.2 µM), for inactives: at the highest dose activity change, negative = growth inhibition, actives largely listed as inhibitors; further: nearly all actives have a fitted effect of over 55% in size
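No-CPT arm: Tdp1-/-;hTDP1 DT40 cells (400/well) plus compounds, incubated ≥48 hr at 37 °C. Readout CellTiter-Glo luminescence.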
TDP1 block = qHTS Assay for Inhibitors of Tyrosyl-DNA Phosphodiesterase (TDP1). recombinant TDP1, AlphaScreen DNA substrate cleavage. Tyrosyl-DNA phosphodiesterase 1 (Homo sapiens), Q9NUW8. 350,000 tested, 0.28% active. Potency, µM (highest dose often 130 µM), for inactives: at the highest dose activity change, negative = inhibition, usual class: inhibitors; further: nearly all actives have a fitted effect of over 40% in size
Target sequence (Q9NUW8 whole entry, looked up): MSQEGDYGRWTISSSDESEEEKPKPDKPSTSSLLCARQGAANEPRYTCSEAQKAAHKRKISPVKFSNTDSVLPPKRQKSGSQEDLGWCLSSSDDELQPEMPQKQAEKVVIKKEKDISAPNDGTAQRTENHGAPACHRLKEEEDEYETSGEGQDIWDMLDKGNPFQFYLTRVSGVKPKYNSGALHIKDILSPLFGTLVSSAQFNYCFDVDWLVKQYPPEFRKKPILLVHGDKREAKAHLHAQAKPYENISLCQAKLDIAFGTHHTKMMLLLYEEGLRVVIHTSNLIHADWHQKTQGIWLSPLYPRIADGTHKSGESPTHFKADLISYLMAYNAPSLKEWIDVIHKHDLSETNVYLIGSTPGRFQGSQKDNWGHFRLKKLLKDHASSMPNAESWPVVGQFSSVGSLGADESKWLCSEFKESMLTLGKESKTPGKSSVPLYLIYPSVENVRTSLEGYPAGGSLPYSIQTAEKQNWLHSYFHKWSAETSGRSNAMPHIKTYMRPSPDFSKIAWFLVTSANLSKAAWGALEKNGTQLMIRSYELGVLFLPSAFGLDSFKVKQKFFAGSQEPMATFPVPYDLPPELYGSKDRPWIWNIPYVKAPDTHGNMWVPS
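Tdp1 1 nM final; 15 min RT w/ cpd; substrate 15 nM, 5 min; beads 10 ug/ml, 10 min; AlphaScreen read. Neg ctrl: no enzyme.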
* marks the source's active call; other numbers are inactive results; ? = inconclusive; . = not tested or not shown; [ ] = dose if it differs, or a comment. The call rests on the fitted dose curve; in most records, active means well fitted curve in the direction sought with a large enough effect; inconclusive means small, poorly fitted or top-dose-only effect, or another doubt; inactive means no such curve, though single readings can be large; an effect the other way counts as inactive or inconclusive. On the % scale 0 is the no-effect control and ±100 the full control effect; potency means the concentration at half of the fitted maximal effect.

mol	KAT2A inh	TDP1 block	TDP1 cell noCPT
CCOc1ccc(NC(=O)c2oc(=O)c3ccccc3c2-c2ccc(C)cc2)cc1	-8%	12%	?
COc1ccc2nc(NCCCNC(=O)c3cc(OC)c(OC)c(OC)c3)c(C#N)cc2c1	-12%	-1%	-16%
COc1ccc(CCNC2CC(=O)N(CCc3ccccc3)C2=O)cc1 (centres undefined)	-3%	-1%	-15%
CCC(C)NC(=O)CSc1n[nH]c(-c2cc(Cl)ccc2OC)n1 (centres undefined)	-6%	3%	?
COc1cc(NC(=O)CN2CCN(c3ccccn3)CC2)cc(OC)c1OC	0%	0%	-19%
COC(=O)c1c[nH]n2c(=O)c(Cc3ccc(F)cc3Cl)c(C)nc12	0%	-2%	-29%
CSCCC(NC(N)=O)C(=O)Nc1ccc(C)cc1 (centres undefined)	2%	0%	-15%
CC1=C(C(=O)Nc2cc(C)cc(C)c2)C2(CCCCC2)OC1=O	1%	2%	-24%
CC(C)(C)OC(=O)N1CCC(NC(=O)c2[nH]cnc2C(=O)Nc2ccccc2)CC1	-4%	1%	?
CC(=O)Nc1ccc(NC(=O)c2cc([N+](=O)[O-])cc([N+](=O)[O-])c2)cc1	-5%	4%	-29%
COc1ccc(C2=C(Nc3ccc(C)cc3C)c3ccccc3C2=O)cc1	-10%	6%[12.3 µM]	?
Cc1noc(NS(=O)(=O)c2ccc(NC(=O)CCC3CCCCC3)cc2)c1C	-24%	1%	-6%
O/N=C1\CC/C(=N\O)c2nn(-c3ccc(Cl)cc3Cl)nc21	-12%	3%	?
Cc1cccc(Cn2c(SCc3ccc(C(=O)NC4CCCCC4)cc3)nc3cccnc32)c1	-2%	5%	-3%
O=c1c2cc3c(cc2nc2sc(Nc4cccc([N+](=O)[O-])c4)nn12)OCO3	-2%	-8%	-7%
O=C(CN1C(=O)CC(c2ccco2)Sc2ccccc21)NC1CCCCC1 (centres undefined)	-1%	.	?
COc1cc(OC)nc(Oc2ccccc2C(=O)Oc2ccccc2Cl)n1	-5%	0%	-17%
Cc1ccc(S(=O)(=O)N(C)CCCC(=O)N2CCN(C=O)CC2)cc1	-1%	5%	-11%
CSc1ncccc1C(=O)OCC(=O)NC12CC3CC(CC(C3)C1)C2	-10%	0%	?
COc1cc2c(cc1OC)CN(C(=O)COc1ccc(C)c(C)c1)CC2	-3%	7%	?

Results in TDP1 cell noCPT and TDP1 block (seven entries from above):
Molecule	TDP1 cell noCPT	TDP1 block
COc1ccc(CCNC2CC(=O)N(CCc3ccccc3)C2=O)cc1 (centres undefined)	-15%	-1%
Cc1noc(NS(=O)(=O)c2ccc(NC(=O)CCC3CCCCC3)cc2)c1C	-6%	1%
COc1cc2c(cc1OC)CN(C(=O)COc1ccc(C)c(C)c1)CC2	?	7%
O=c1c2cc3c(cc2nc2sc(Nc4cccc([N+](=O)[O-])c4)nn12)OCO3	-7%	-8%
CSCCC(NC(N)=O)C(=O)Nc1ccc(C)cc1 (centres undefined)	-15%	0%
CC(C)(C)OC(=O)N1CCC(NC(=O)c2[nH]cnc2C(=O)Nc2ccccc2)CC1	?	1%
COc1cc(NC(=O)CN2CCN(c3ccccn3)CC2)cc(OC)c1OC	-19%	0%

More results
mol	KAT2A inh	TDP1 block	TDP1 cell noCPT
CC(C)(C)C(=O)/C(C#N)=C/c1cccs1	-25%	6%	-12%
C#CCOCCOCCOCCNc1nc(N2CCN(C(=O)[C@H](CCCCN)n3cc(CN)nn3)CC2)nc(N2CCN(C(=O)[C@H](CCC(=O)O)n3cc(CN)nn3)CC2)n1	-5%	2%	-7%
CC1CCN(C(=O)CSc2nc3c(c(=O)n2C)SC(C)C3)CC1 (centres undefined)	-3%	4%	21µM*
Cc1ccc(C(C)C)c(OCC(=O)NC(=S)Nc2ccccc2N2CCOCC2)c1	3%	3%	16µM*
Cc1ccc(C2C(C(=O)c3cccs3)=C(O)C(=O)N2CCN2CCOCC2)o1 (centres undefined)	-8%	11%	-1%
CN(c1ccccc1)c1nc(N)c([N+](=O)[O-])c(Nc2ccccc2F)n1	-3%	.	1%
COc1cccc(NS(=O)(=O)c2ccc(Br)s2)c1	-1%	2%	-22%
O=C(COc1ccc(F)cc1)Nc1nnc(S(=O)(=O)N2CCc3ccccc32)s1	0%	3%	?
CCOC(=O)NC(=O)/C(C#N)=C\NNc1ncc(C(F)(F)F)cc1Cl	-4%	1%	0%
O=C(Cc1cccc(NC(=O)C2CCCN(C(=O)C3CCC3)C2)c1)Nc1cccc(C(=O)N2CCCC2)c1 (centres undefined)	-7%	6%	-24%
Cc1ccc(S(=O)(=O)NC(C)C(=O)Nc2ccc(C(N)=O)cc2)cc1 (centres undefined)	12%	4%	3%
O=C(NC1(C(F)(F)F)N=C(c2ccccc2)N(C2CCCCC2)C1=O)c1ccc(F)cc1 (centres undefined)	-6%	-3%	?
CCN(CCn1cccn1)C(=O)CCc1nnc(-c2ccccc2)o1	1%	-3%	22%
CSc1ccccc1NS(=O)(=O)c1ccccc1	-4%	4%	-11%
CCOc1ccc(S(=O)(=O)N2CCC(C(=O)NCc3ccco3)CC2)cc1	1%	5%	-4%
CC1Cc2nc(SCC(=O)Nc3nccs3)n(Cc3ccccc3)c(=O)c2S1 (centres undefined)	-9%	5%	?
O=C1COc2ccc(C(=O)COC(=O)c3ccccc3F)cc2N1	1%	-3%	-1%
CN(C)C(=O)CCc1ccc2c3c([nH]c2c1)[C@]1(CCc2ccccc2)[C@@H](C(=O)N2CCCCC2)C[C@H](CC(=O)NCCc2ccccn2)C(=O)N1CC3	-1%	-2%[56.1 µM]	-29%
Cc1snc(S(=O)(=O)Cc2c(Cl)cccc2Cl)c1C#N	4%	5%	-16%
CCCCOc1ccccc1C(=O)N(Cc1cccc(F)c1)C1CCS(=O)(=O)C1 (centres undefined)	-8%	0%	?

Carrying on.
mol	KAT2A inh	TDP1 block	TDP1 cell noCPT
COC(=O)c1c(-c2ccc3ccccc3c2)csc1NC(=O)Cc1ccc(OC)c(OC)c1	6%	-2%	13µM*
Cc1ccc(C)c(Cn2cnc3ccccc3c2=O)c1	0%	5%	?
COc1ccccc1C(CNC(=O)c1ccc(S(=O)(=O)NCc2ccco2)cc1)N(C)C (centres undefined)	1%	0%	-20%
COc1ccccc1C(=O)Nc1nnc(-c2ccc(F)cc2)o1	1%	6%	-28%
COc1ccc(NS(=O)(=O)c2cc(NC(=O)C3CCCO3)ccc2N2CCCC2)cc1 (centres undefined)	-9%	5%	3%
CC1CCN(c2c(NCC3CCC(C(=O)N4CCCC(C)C4)CC3)c(=O)c2=O)CC1 (centres undefined)	-5%	3%	-8%
CCNC(=O)c1cc(S(=O)(=O)N2CCSCC2)ccc1OC	1%	.	15%
Cc1cc(NC(=O)CCC(=O)N(c2ccccc2)C(C(=O)NCC2CCCO2)c2cccnc2)no1 (centres undefined)	-3%	6%	-7%
COc1ccc(C2(C(=O)Nc3ccc(S(=O)(=O)Nc4nc(C)cc(C)n4)cc3)CCCC2)cc1OC	-6%	5%	-24%
CC(=O)Nc1ccc(S(=O)(=O)NNC(=S)NCc2ccco2)cc1	-13%	2%	-10%
COc1cc(CCCN2C(=S)NC[C@@H]2CCCCN)cc(OC)c1OC	-12%	4%	-21%
COc1ccc(-c2ccc(Nc3ccc(S(=O)(=O)N4CCCC4)cc3)nn2)cc1OC	-4%	1%[56.1 µM]	18µM*
CC(OC(=O)CCCN=C1NS(=O)(=O)c2ccccc21)C(=O)Nc1ccc(F)cc1Cl (centres undefined)	3%	.	-6%
CCCCn1c(=O)n(Cc2cccc(F)c2)c(=O)c2c1ncn2Cc1ccco1	-10%	7%	?
CC1CCN(C(=O)c2cc(-c3ccccc3O)on2)CC1	-7%	4%	-20%
COc1cc(S(=O)(=O)NC2CCCC2)ccc1-n1cnnn1	-5%	.	0%
CCOC(=O)CN(C(=O)CSc1nnc(CNc2ccc(C)cc2C)o1)c1ccccc1	-5%	4%	-20%
CC(NC(=O)OCc1ccccc1)C(=O)OCN1C(=O)c2ccccc2C1=O (centres undefined)	4%	1%	-20%
CN(C)S(=O)(=O)c1cccc(NC(=O)C2CCN(S(=O)(=O)c3cccs3)CC2)c1	-3%	-2%	?
COc1ccccc1CNc1cc(-c2ccccc2)nc2nncn12	-2%	5%	16µM*

Taken from above:
KAT2A inh, COC(=O)c1c(-c2ccc3ccccc3c2)csc1NC(=O)Cc1ccc(OC)c(OC)c1 : 6%
TDP1 block, CCCCn1c(=O)n(Cc2cccc(F)c2)c(=O)c2c1ncn2Cc1ccco1 : 7%
TDP1 block, COc1ccc(NS(=O)(=O)c2cc(NC(=O)C3CCCO3)ccc2N2CCCC2)cc1 (centres undefined) : 5%
KAT2A inh, COc1ccccc1C(CNC(=O)c1ccc(S(=O)(=O)NCc2ccco2)cc1)N(C)C (centres undefined) : 1%

Later entries
mol	KAT2A inh	TDP1 block	TDP1 cell noCPT
CC(N)(C(=O)O)c1ccc(S(=O)(=O)O)cc1 (centres undefined)	4%	-4%	.
COc1ccc(CNC(=O)c2cc(-c3ccc(OC)cc3)nc3n[nH]c(-c4cccc([N+](=O)[O-])c4)c23)cc1	-11%	0%	-20%
Cc1ccc(CNC(=O)CCCN2C(=O)COc3ccc(C)cc32)cc1	-16%	0%	?
CCOc1cc(/C=C2\SC(=Nc3ccc(F)cc3)N(c3ccc(F)cc3)C2=O)ccc1OCC(=O)O	-24%	0%	.
CC(C)CCOc1ccc(C2N=C(N)Nc3nc4ccccc4n32)cc1 (centres undefined)	-4%	10%	?
CCC1=Nc2cc(C(=O)NCc3ccccc3Cl)ccc2Sc2ccc(C)cc21	-3%	3%	3.3µM*
Cc1nc2ccc(NC(=O)c3cccc(S(=O)(=O)N4CCOCC4)c3)cc2s1	-6%	5%	21µM*
Cc1ccc2c(CN3CCN(C(=O)c4ccco4)CC3)cc(=O)oc2c1C	?	3%	-4%
COc1ccc(NC(C)=O)cc1NC(=O)C1CCN(C(=O)Nc2ccccc2)CC1	-1%	.	4%
COc1cccc(C(=O)Nc2ccccc2N2CCOCC2)c1	2%	0%	?
CC(=O)Nc1ccc(S(=O)(=O)NC2=C(N3CCN(Cc4ccccc4)CC3)C(=O)c3ccccc3C2=O)cc1	-9%	10%	?
O=C1CSC(c2cccc(O)c2)N1Cc1ccccc1 (centres undefined)	-1%	.	?
Cc1ccc(Cc2nnc(SCC(=O)Nc3c(C)cccc3C)[nH]c2=O)cc1	-2%	6%	6.5µM*
Cc1cc(S(=O)(=O)NCCc2ccccc2)c(C)s1	2%	-2%	-4%
Nc1nc(COC(=O)CCC(=O)c2ccc(Cl)cc2)nc(Nc2ccccc2)n1	-4%	3%	-23%
CCc1cccc(NC(=O)Cn2cccc2)c1	-16%	5%	-14%
Nn1c(=O)c2ccccc2n2c(SCc3ccc(C(F)(F)F)cc3)nnc12	-2%	0%	-30%
O=[N+]([O-])c1cnc(N2CCCCC2)c([N+](=O)[O-])c1	-7%	0%	-10%
Cc1ccc(CS(=O)(=O)Cc2ccc(C(=O)NC3CCCCCC3)o2)cc1	-2%	1%	?
COc1cc2c(cc1OC)C(COc1cc(C)cc(C)c1)N(C(C)=O)CC2 (centres undefined)	-7%	2%	?

One compound at a time, as listed above. Order of values: KAT2A inh	TDP1 block	TDP1 cell noCPT
CC(C)CCOc1ccc(C2N=C(N)Nc3nc4ccccc4n32)cc1 (centres undefined) as listed: -4%	10%	?
COc1ccc(CNC(=O)c2cc(-c3ccc(OC)cc3)nc3n[nH]c(-c4cccc([N+](=O)[O-])c4)c23)cc1 as listed: -11%	0%	-20%

Additional results.
mol	KAT2A inh	TDP1 block	TDP1 cell noCPT
Nc1c(NCc2ccccc2)c2ccccc2oc1=O	-5%	9%	?
C#CCOCCOCCOCCNc1nc(N2CCN(C(=O)[C@H](C)n3cc(CCCN=C(N)N)nn3)CC2)nc(N2CCN(C(=O)[C@H](CCCCN)n3cc(CCCC)nn3)CC2)n1	0%	-14%	.
Cc1cccc(-n2ncc(C#N)c2-n2cccc2)c1	0%	5%	-15%
CCOc1ccc(Sc2cc(C(=O)NCCc3ccc(OC)c(OC)c3)c3ccccc3n2)cc1	0%	0%	5.8µM*
O=C(/C=C/c1ccc(S(=O)(=O)NCc2ccco2)cc1)NCc1ccccc1Cl	-15%	0%	18µM*
COc1cc(C(=O)NCCOc2cccc3cccnc23)cc(OC)c1OC	0%	3%	18%
COc1cc(C)c(S(=O)(=O)N2CCN=C2c2ccccc2)cc1C	-5%	-3%	?

Only part of the results is shown, so the mix of outcomes need not match the whole.
